Rac1 wt GTP bind: wildtype Rac1 GTP binding modulators, primary screen, biochemical, GST-Rac1 beads, flow cytometry, multiplex | 190,000 tested, 0.27% active | Ras-related C3 botulinum toxin substrate 1 (Homo sapiens), P63000 | GTP binding activity (% of control), % at 10 µM | fluorescent GTP binding; actives lie on both sides; 0 = cold GTP competed, 100 = untreated;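 active = GTP binding activity at least 20 points away from the 100% control level, either lower or higher; inconclusive = compound flagged as likely green fluorescent, judged across all proteins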
ABCG2 inh: ABCG2 efflux pump inhibitors, primary screen, multiplex with ABCB1, IgMXP3 cells, flow cytometry | Broad substrate specificity ATP-binding cassette transporter ABCG2 (Homo sapiens), Q9UNQ0 | inhibition, % at 6.6 µM | AID 1325, 2008 | 190,000 tested, 0.1% active | JC-1 efflux;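 active = inhibition above 80%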;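 note: 0% = DMSO and 100% = nicardipine control wells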
Target sequence (Q9UNQ0 whole entry, looked up): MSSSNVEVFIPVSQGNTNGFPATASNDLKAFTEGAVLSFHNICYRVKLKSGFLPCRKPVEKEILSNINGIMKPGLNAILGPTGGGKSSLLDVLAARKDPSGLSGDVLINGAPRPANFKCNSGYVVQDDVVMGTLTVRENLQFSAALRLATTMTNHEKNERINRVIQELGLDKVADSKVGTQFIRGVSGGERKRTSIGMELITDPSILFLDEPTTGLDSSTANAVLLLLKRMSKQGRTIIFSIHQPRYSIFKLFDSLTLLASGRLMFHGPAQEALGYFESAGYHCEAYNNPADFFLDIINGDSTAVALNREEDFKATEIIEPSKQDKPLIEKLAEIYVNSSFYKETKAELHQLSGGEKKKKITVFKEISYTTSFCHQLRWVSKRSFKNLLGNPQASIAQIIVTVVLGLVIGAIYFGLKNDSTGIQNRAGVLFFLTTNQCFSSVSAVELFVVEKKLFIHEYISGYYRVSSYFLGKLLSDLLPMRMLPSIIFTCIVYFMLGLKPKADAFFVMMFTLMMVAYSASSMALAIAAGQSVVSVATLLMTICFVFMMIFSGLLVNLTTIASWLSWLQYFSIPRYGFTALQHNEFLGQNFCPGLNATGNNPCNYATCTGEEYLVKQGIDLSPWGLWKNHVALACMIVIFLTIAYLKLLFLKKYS
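Times: 10 min at 25 °C | Test system: Two drug-resistant human cell lines, ABCG2 and ABCB1 | Quantity: 3 million cells/mL final, two lines in 1:1 ratio | Signal: Flow cytometry, 530 nm JC-1 signal | Dosing: Compound at 6.6 µM | Controls: Nicardipine and DMSO wells | Reagent: JC-1 as fluorescent efflux pump substrate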
Mcl1 Noxa PPI: Mcl-1/Noxa binding inhibitors, primary screen, biochemical, TR-FRET, 1536-well; inhibition, % at 21.7 µM; 220,000 tested, 1.5% active; TR-FRET Mcl-1/Noxa peptide binding, 2 h;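 active = compounds that cut the protein-peptide binding signal by more than 50% relative to plate controls in a single-dose test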;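 note: His-tagged Mcl-1 with rhodamine Noxa BH3 peptide and terbium anti-His antibody; 0% = Mcl-1 plus Noxa peptide wells and 100% = peptide-only wells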
Rac1 mut GTP: GTP binding modulators of activated mutant Rac1, primary screen, biochemical, bead-based flow cytometry, multiplex, fluorescent GTP. percent activity (GTP binding), % at 10 µM. AID 764, 2007. GST-Rac1 activated beads; actives lie on both sides; 100% means binding = to untreated wells. 190,000 tested, 0.11% active;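 active = GTP binding at least 20 percentage points away from the 100% baseline, in either direction, so actives lie on both sides; inconclusive = Compound likely fluorescent itself, or too few beads counted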
Rab2 wt GTP: modulators of GTP binding to Rab2A wildtype, primary screen, biochemical, dog, bead-based flow cytometry, multiplex | GST-Rab2 wt beads, Bodipy-GTP binding | GTP binding activity, % at 10 µM | 190,000 tested, 0.19% active | AID 760, 2007;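 active = GTP binding activity at least 20 points away from 100%, either lowered or raised; inconclusive = signal likely due to the compound's own green fluorescence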;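 note: 0% = beads with excess unlabeled GTP and 100% = no-compound control corrected for plate trend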
Cdc42 wt GTP: modulators of GTP binding to wildtype Cdc42, primary screen, biochemical, multiplex bead flow cytometry, Bodipy-GTP; 190,000 tested, 0.2% active; Cell division control protein 42 homolog (Homo sapiens), P60953; AID 761, 2007; percent activity (GTP binding), % at 10 µM; GST-Cdc42 beads; actives lie on both sides;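 active = percent activity GTP binding at least 20 points away from the 100% baseline, either down as inhibitor or up as activator; inconclusive = compound flagged as likely green fluorescent from well-wide comparison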;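 note: median bead fluorescence of bound Bodipy-FL-GTP at 100 nM; 0% = excess unlabeled GTP control and 100% = no compound control; below 100% means less GTP binding so inhibitor and above means activator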
Target sequence (P60953 whole entry, looked up): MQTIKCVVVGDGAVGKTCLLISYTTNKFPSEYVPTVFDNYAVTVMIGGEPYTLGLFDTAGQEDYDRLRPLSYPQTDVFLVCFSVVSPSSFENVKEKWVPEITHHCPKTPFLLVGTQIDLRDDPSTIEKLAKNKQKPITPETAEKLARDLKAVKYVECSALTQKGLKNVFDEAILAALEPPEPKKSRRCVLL
Pf gamet viab: late stage P. falciparum gametocyte viability inhibitors, primary screen, ATP luminescence, HTS | P. falciparum stage V gametocytes, 24 h | inhibition, % at 10.9 µM | 150,000 tested, 0.065% active;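 active = inhibition above the mean plus 3 SD of compounds within the control limits, set per campaign, cut at about 38% in these data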;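 note: 0% = DMSO wells and 100% = medium only without gametocytes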
HRas wt GTP bind: modulators of GTP binding to HRas wildtype, primary screen, biochemical, bead-based flow cytometry, multiplex | GST-Ras wt beads, Bodipy-FL-GTP binding; actives lie on both sides | GTP binding activity, % at 10 µM | 190,000 tested, 0.14% active | AID 759, 2007;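 active = GTP binding activity at least 20% away from the 100% baseline, either lowered as inhibitor or raised as activator; inconclusive = flagged as likely green fluorescent, judged across all proteins in the well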;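 note: 0% = unlabeled GTP competition control and 100% = no-compound control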
Avidin bead fluor: green autofluorescence of compounds with avidin beads – biophysical, 488/530 nm, flow cytometry, artefact control, profiling panel | 220,000 tested, 0.38% active | AID 1775, 2009 | compound fluorescence 488/530 nm; stronger effect = higher value | fluorescence (KMESF) at 10 µM; in the data active = fluorescence above about 47; note: inactives centre near 10
Rab7 wt modul: modulators of GTP binding to Rab7, primary screen, biochemical, wildtype, multiplex bead flow cytometry | GTP binding activity (percent of control), % at 10 µM | GST-Rab7 beads, fluorescent GTP binding; actives lie on both sides; untreated = 100%, excess cold GTP = 0% | 190,000 tested, 0.055% active;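 active = fluorescent GTP binding to Rab7 beads changed by at least 20 points from the 100% baseline, either direction, mostly lower; inconclusive = compound itself probably fluorescent, or too few beads counted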;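 note: median green fluorescence of bound Bodipy-FL-GTP per Rab7 bead population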
ABCB1 inh: ABCB1 efflux pump inhibitors, primary screen, cell-based, multiplex, flow cytometry, ABCG2 counter-screen | ATP-dependent translocase ABCB1 (Homo sapiens), P08183 | CCRF-Adr cells, JC-1 efflux | inhibition, % at 6.6 µM | 190,000 tested, 0.067% active | AID 1326, 2008; in the data active = inhibition above about 40%;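 note: 0% = vehicle and 100% = reference inhibitor; higher value means more JC-1 retained so stronger ABCB1 efflux block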
Numbers without * were called inactive; ? = inconclusive; · = no result given.

SMILES	Rac1 wt GTP bind	ABCG2 inh	Mcl1 Noxa PPI	Rac1 mut GTP	Rab2 wt GTP	Cdc42 wt GTP	Pf gamet viab	HRas wt GTP bind	Avidin bead fluor	Rab7 wt modul	ABCB1 inh
O=C(/C=C/c1cc([N+](=O)[O-])ccc1OC(F)F)Nc1cccc(OC(F)F)c1	104	53	4	98	96	104	8	98	10	98	0.6
O=C(O)CCc1ccc(-c2ccccc2)n1CC1CCCO1 (centres undefined)	104	2	-27	101	102	101	19	101	6	104	0.2
O=C(NCCCn1ccnc1)c1cc(-c2ccc(Br)cc2)on1	98	-1	11	96	105	97	-4	100	4	106	-0.4
COc1ccc(C2c3c(oc4ccccc4c3=O)C(=O)N2Cc2ccncc2)cc1 (centres undefined)	97	2	3	93	97	95	·	100	12	99	2.5
Cc1csc(SCc2nc3sc4c(c3c(=O)[nH]2)CCC4)n1	106	39	20	98	102	104	·	102	39	101	4.6
O=C(N/N=C/c1cn(Cc2ccccc2)c2ccccc12)c1ccncc1	98	1	9	95	97	97	-49	96	12	96	-0.3
O=C(c1ccc(Cl)cc1)c1nnc(-c2ccncc2)o1	106	6	-10	97	100	102	·	101	10	100	-0.1
CC(C)n1c(O)c(/C=C2\C=Nc3ccccc32)sc1=Nc1ccccc1	101	0	-2	100	102	103	·	102	12	102	-0.2
CC(C)N(Cc1ccccc1)C(=O)/C=C/c1ccccc1[N+](=O)[O-]	98	3	9	96	97	99	·	94	11	96	-2.0
C=CCn1c(SCC(=O)O)nnc1-c1ccccc1	102	9	3	99	102	99	-37	100	5	101	1.4
Cc1ccc(C)c(-c2[nH]ncc2CN2CCCC(CO)(Cc3ccccc3C)C2)c1 (centres undefined)	103	1	5	98	103	100	8	101	3	107	1.4
Cc1ccc(NC(=O)Cn2cnc3c(cnn3C(C)(C)C)c2=O)cc1	98	0	34	96	95	99	·	97	9	93	0.4
COc1ccc(NC(=S)Nc2ccc(OC(F)F)cc2)cn1	97	7	20	94	96	94	·	97	14	104	1.1
Cc1ccc(S(=O)(=O)Cc2ccc(C(=O)N3CCN(c4ccc(F)cc4)CC3)o2)cc1	101	1	9	99	98	101	·	98	5	94	0.6
CCOC(=O)N1CCN(C(=O)Nc2ccc3nc(-c4ccccn4)c(-c4ccccn4)nc3c2)CC1	94	0	6	93	96	94	·	96	32	97	0.0
N/C(Cc1ccc(Cl)cc1Cl)=N\OC(=O)Cc1ccc(Cl)cc1	104	3	12	98	99	100	-4	102	15	103	0.5
COCCn1c(N2CCN(c3ccc(OC)cc3)CC2)nc2c1c(=O)[nH]c(=O)n2C	101	2	-7	98	99	99	3	98	3	98	-0.1
O=C(NC1CCCC1)C(c1cccs1)N(C(=O)c1ccco1)c1ccc2c(c1)OCO2 (centres undefined)	106	3	3	97	100	100	·	102	7	99	1.2
CCc1ccc2c(c1)C(c1ccc([N+](=O)[O-])cc1)=NNC(c1ccccc1)=N2	105	7	-1	101	101	102	·	102	13	102	1.0
COC(=O)c1ccc(C)c(NC(=O)Cc2coc3cc(OC)ccc23)c1	?	7	16	?	?	?	5	?	7	?	1.0
Cc1c(NC(=O)c2ccccc2N(C)S(=O)(=O)c2ccccc2)c(=O)n(-c2ccccc2)n1C	103	1	12	102	98	104	-11	99	7	95	0.2
C(=C\c1ccccc1)/CNCC1CCCO1 (centres undefined)	101	-1	19	97	97	98	-1	98	4	97	-0.4
Cc1c(NC(=O)/C=C/c2ccc(S(=O)(=O)N3CCOCC3)cc2)c(=O)n(-c2ccccc2)n1C	97	1	-2	96	98	95	·	97	11	103	0.1
CN(Cc1ccc(F)cc1)C(=O)CCc1nnc(-c2ccccc2)o1	99	1	1	95	97	97	6	95	11	99	0.2

Given with bars between the fields: 5 of the compounds above
compound | Rac1 wt GTP bind | ABCG2 inh | Mcl1 Noxa PPI | Rac1 mut GTP | Rab2 wt GTP | Cdc42 wt GTP | Pf gamet viab | HRas wt GTP bind | Avidin bead fluor | Rab7 wt modul | ABCB1 inh
CN(Cc1ccc(F)cc1)C(=O)CCc1nnc(-c2ccccc2)o1 | 99 | 1 | 1 | 95 | 97 | 97 | 6 | 95 | 11 | 99 | 0.2
COCCn1c(N2CCN(c3ccc(OC)cc3)CC2)nc2c1c(=O)[nH]c(=O)n2C | 101 | 2 | -7 | 98 | 99 | 99 | 3 | 98 | 3 | 98 | -0.1
CCOC(=O)N1CCN(C(=O)Nc2ccc3nc(-c4ccccn4)c(-c4ccccn4)nc3c2)CC1 | 94 | 0 | 6 | 93 | 96 | 94 | · | 96 | 32 | 97 | 0.0
Cc1c(NC(=O)c2ccccc2N(C)S(=O)(=O)c2ccccc2)c(=O)n(-c2ccccc2)n1C | 103 | 1 | 12 | 102 | 98 | 104 | -11 | 99 | 7 | 95 | 0.2
Cc1ccc(S(=O)(=O)Cc2ccc(C(=O)N3CCN(c4ccc(F)cc4)CC3)o2)cc1 | 101 | 1 | 9 | 99 | 98 | 101 | · | 98 | 5 | 94 | 0.6

6 entries from above, in CSV form.
structure,Rac1 wt GTP bind,ABCG2 inh,Mcl1 Noxa PPI,Rac1 mut GTP,Rab2 wt GTP,Cdc42 wt GTP,Pf gamet viab,HRas wt GTP bind,Avidin bead fluor,Rab7 wt modul,ABCB1 inh
Cc1c(NC(=O)/C=C/c2ccc(S(=O)(=O)N3CCOCC3)cc2)c(=O)n(-c2ccccc2)n1C,97,1,-2,96,98,95,·,97,11,103,0.1
Cc1c(NC(=O)c2ccccc2N(C)S(=O)(=O)c2ccccc2)c(=O)n(-c2ccccc2)n1C,103,1,12,102,98,104,-11,99,7,95,0.2
COCCn1c(N2CCN(c3ccc(OC)cc3)CC2)nc2c1c(=O)[nH]c(=O)n2C,101,2,-7,98,99,99,3,98,3,98,-0.1
CN(Cc1ccc(F)cc1)C(=O)CCc1nnc(-c2ccccc2)o1,99,1,1,95,97,97,6,95,11,99,0.2
CCOC(=O)N1CCN(C(=O)Nc2ccc3nc(-c4ccccn4)c(-c4ccccn4)nc3c2)CC1,94,0,6,93,96,94,·,96,32,97,0.0
Cc1ccc(S(=O)(=O)Cc2ccc(C(=O)N3CCN(c4ccc(F)cc4)CC3)o2)cc1,101,1,9,99,98,101,·,98,5,94,0.6

The list continues:
SMILES	Rac1 wt GTP bind	ABCG2 inh	Mcl1 Noxa PPI	Rac1 mut GTP	Rab2 wt GTP	Cdc42 wt GTP	Pf gamet viab	HRas wt GTP bind	Avidin bead fluor	Rab7 wt modul	ABCB1 inh
CCCCSc1nc2ccccc2n1CC(=O)O	105	2	17	97	98	102	18	99	23	98	0.7
Nc1ccc2c(c1)sc1ccccc12	103	4	17	96	98	101	8	98	5	99	0.2
O=C(NCCc1c[nH]c2ccccc12)/C(=C/c1cccnc1)NC(=O)c1ccccc1	101	26	-1	97	101	103	9	100	12	103	0.7
COC(=O)c1ccccc1NC(=O)CSc1n[nH]c(CC(C)C)n1	104	19	5	100	100	99	-23	100	13	103	-0.6
O=C(NCCN1CCOCC1)c1cc2n(n1)C(C(F)(F)F)CC(c1ccc(F)cc1)N2 (centres undefined)	94	3	-4	93	97	96	15	96	15	91	0.7
CCCCNC(=O)CCCCCNS(=O)(=O)c1ccc(Br)cc1	101	1	9	98	97	95	1	98	12	101	0.7
Cc1ccsc1C1CC(=O)NC2=C1C(=O)CC(C)(C)C2 (centres undefined)	105	2	19	100	101	105	-23	102	8	103	2.2
CCOC(=O)C1=C(C)NC2=C(C(=O)C(C(=O)OCC)C(c3cccc(OC)c3)C2)C1c1ccccn1 (centres undefined)	99	1	11	101	104	100	-8	100	5	95	0.3
Clc1ccc(CN(CC2CCCO2)C(c2cccs2)c2nnnn2C2CCCC2)cc1 (centres undefined)	105	2	3	101	102	105	-8	105	35	102	0.9
CC1Cc2ccccc2N1C(=O)COC(=O)c1cccnc1Cl (centres undefined)	103	6	-13	102	101	103	·	103	31	100	1.5
O=C(Cc1coc2ccc3ccccc3c12)Nc1nnc(C2CC2)s1	89	0	-2	91	91	90	·	90	23	90	-0.2
COC(=O)Nc1c(-c2ccccc2)nc2ccccn12	95	0	0	94	98	97	-6	98	32	98	-0.1
CCOC(=O)CNC(=O)N1CCCC(CNS(=O)(=O)Cc2ccccc2)C1 (centres undefined)	98	1	-6	98	99	101	·	95	11	99	0.3
CCOC(=O)c1c(NC(=O)COC)sc2c1CCCC2	104	10	20	102	102	102	·	103	17	97	1.3
CC(C)COc1ccc(CNC(=S)N/N=C/c2ccc([N+](=O)[O-])cc2)cc1	100	5	-12	98	101	99	·	100	3	100	1.2
CCOc1ccc(-c2nc(CSc3nnc(N)s3)cs2)cc1OC	95	1	9	94	93	95	-1	92	36	93	0.4

This is a random part of the collection. About 2.3% of those tested had a hit in this group.
